Bioassay records: PubChem, several laboratories
MazEF act: activators of E. coli MazEF toxin-antitoxin RNase | P0AE70 | FAM/BHQ RNA-DNA oligo cleavage fluorescence, 5 h | activation, % at 20 µM | hit rate 0.32% among 350,000 | AID 504720; in the data active = activation above about 50%
Target sequence (P0AE70 whole entry, looked up): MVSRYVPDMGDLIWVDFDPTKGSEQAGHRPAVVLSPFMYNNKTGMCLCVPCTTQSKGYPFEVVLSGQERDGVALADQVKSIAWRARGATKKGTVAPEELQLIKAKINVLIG
BoNT F protease: BoNT F light chain protease inhibition. inhibition, % at 10 µM. hit rate 0.22% among 360,000. Multiplex microsphere protease cleavage assay, flow cytometry; in the data active = inhibition above about 35%, passing the limit was not always enough; also: plate controls were buffer without enzyme for full effect and enzyme alone for no effect
Mtb UGM inh: blocks M. tuberculosis UGM enzyme. P9WIQ1. purified UGM, fluorescence polarization probe displacement. inhibition, % at 10 µM. hit rate 0.06% among 320,000; in the data active = inhibition above about 10%, passing the limit was not always enough
Target sequence (P9WIQ1 whole entry, looked up): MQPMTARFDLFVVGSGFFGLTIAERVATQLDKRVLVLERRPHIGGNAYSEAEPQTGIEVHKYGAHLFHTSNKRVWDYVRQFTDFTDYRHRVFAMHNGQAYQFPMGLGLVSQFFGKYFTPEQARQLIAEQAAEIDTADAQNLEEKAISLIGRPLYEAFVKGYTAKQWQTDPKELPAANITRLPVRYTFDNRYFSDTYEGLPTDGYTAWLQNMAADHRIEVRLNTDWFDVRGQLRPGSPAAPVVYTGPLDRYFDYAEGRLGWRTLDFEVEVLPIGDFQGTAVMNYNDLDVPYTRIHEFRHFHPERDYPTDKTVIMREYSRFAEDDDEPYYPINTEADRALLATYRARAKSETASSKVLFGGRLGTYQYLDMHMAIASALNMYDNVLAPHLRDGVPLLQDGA
FBA Mtb inh: inhibitors of M. tuberculosis fructose-bisphosphate aldolase; AID 588726; inhibition, % at 1 µM; purified M. tuberculosis FBA, fluorescence read-out; hit rate 2.3% among 360,000; P9WQA3; in the data active = inhibition above about 27%;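 also: 0% = vehicle and 100% = reference inhibitor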
Target sequence (P9WQA3 whole entry, looked up): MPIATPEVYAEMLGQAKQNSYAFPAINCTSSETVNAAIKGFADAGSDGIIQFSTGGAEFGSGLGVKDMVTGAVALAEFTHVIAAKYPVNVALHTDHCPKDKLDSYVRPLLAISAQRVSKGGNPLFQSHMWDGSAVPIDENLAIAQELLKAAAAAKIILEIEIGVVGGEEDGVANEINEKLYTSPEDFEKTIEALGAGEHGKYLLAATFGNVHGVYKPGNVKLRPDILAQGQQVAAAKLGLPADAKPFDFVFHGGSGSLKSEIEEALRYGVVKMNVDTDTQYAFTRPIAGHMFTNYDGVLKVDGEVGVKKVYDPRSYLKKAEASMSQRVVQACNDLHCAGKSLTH
VHR inh abs: blocks human VHR1 dual specificity phosphatase. recombinant VHR phosphatase, pNPP absorbance. inhibition, % at 13.3 µM. P51452. hit rate 0.52% among 290,000; in the data active = inhibition above about 50%; also: some compounds called inactive have numbers as strong as hits
Target sequence (P51452 whole entry, looked up): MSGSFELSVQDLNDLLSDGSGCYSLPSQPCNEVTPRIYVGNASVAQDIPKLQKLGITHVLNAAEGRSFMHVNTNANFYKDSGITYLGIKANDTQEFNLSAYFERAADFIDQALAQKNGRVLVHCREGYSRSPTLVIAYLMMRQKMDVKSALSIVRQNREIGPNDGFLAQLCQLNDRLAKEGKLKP
GDH-TPI counter: counter-screen for M. tuberculosis FBA inhibitors: GDH-TPI coupled enzymes; hit rate 1.2% among 360,000; inhibition, % at 4.8 µM; GDH-TPI coupled enzyme counterscreen, NADH absorbance;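 also: 0% = DMSO wells and 100% = wells lacking the enzyme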
CCHF vOTU inh: CCHFV vOTU protease inhibition | Pep-AMC fluorescence | inhibition, % at 11.5 µM | hit rate 0.55% among 370,000 | AID 651958; also: 0% = vehicle wells with enzyme and 100% = no enzyme wells
FadD28 FP inh: M. tuberculosis FadD28 bisubstrate binding inhibition; inhibition, % at 12.5 µM; hit rate 0.22% among 360,000; FadD28 bisubstrate probe binding, fluorescence polarization; in the data active = inhibition above about 8.5%, passing the limit was not always enough
Rv3671c protease: inhibitors of M. tuberculosis serine protease Rv3671c. AID 2606. hit rate 0.048% among 320,000. inhibition, % at 5.96 µM. P9WHR9; in the data active = inhibition above about 38%;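 also: extracellular domain of Rv3671c used as enzyme; 0% = enzyme with DMSO and 100% = no enzyme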
Mtb BioA inh: blocks M. tuberculosis BioA enzyme activity. purified M. tuberculosis BioA enzyme, plate reader. inhibition, % at 9.99 µM. hit rate 0.096% among 360,000. AID 602481; in the data active = inhibition above about 40%
* = called active by the depositor; / = no result given. Rule as the data show it, unless noted: active = inhibition above about 30%; inactive = the rest.

SMILES	MazEF act	BoNT F protease	Mtb UGM inh	FBA Mtb inh	VHR inh abs	GDH-TPI counter	CCHF vOTU inh	FadD28 FP inh	Rv3671c protease	Mtb BioA inh
COc1c(C)cc(C(O)c2ncc(-c3cccc(F)c3)[nH]2)cc1C (configuration not stated)	/	-7.9	/	0.2	/	5.3	3.4	-1.3	/	1.1
COc1ccc(N=Cc2c(C)[nH][nH]c2=O)cc1	7.4	-7.6	0.3	-3.6	-2.0	11.7	20.7	-2.0	0.8	2.6
CCCS(=O)(=O)NC(=O)C1(C)CCCN(C(=O)C(C)(C)Oc2ccc(Cl)cc2)C1 (configuration not stated)	/	-1.6	/	-5.0	/	-0.9	5.8	-5.8	/	-1.9
O=C(OC1C2CCC1C1CN(CCc3ccccc3)CC12)c1ccccc1 (configuration not stated)	4.9	2.0	-2.1	1.2	-11.3	7.9	-2.7	-2.6	1.6	/
Cc1c(Cl)cccc1NC(=O)Nc1ccn(C)n1	4.2	1.8	-1.4	0.9	22.0	-2.2	-0.6	-4.3	-0.8	1.2
CON(C)C(=O)CC(CN(Cc1ccccc1)C(=O)OC(C)(C)C)c1ccc(Cl)cc1 (configuration not stated)	-5.1	6.8	-1.9	-2.8	/	-1.8	19.1	-1.6	6.3	0.9
O=C(NC(=S)N1CC=CCC1)c1ccccc1	3.2	-0.1	/	1.4	/	4.0	8.1	0.1	/	/
Cc1ccc(C)c(C(=O)OCC(=O)Nc2cccc(S(=O)(=O)N3CCCCC3)c2)c1	-19.9	7.0	-0.4	-2.6	/	-10.9	0.9	-3.0	-160.8	-2.0
CCCOc1ccc(F)cc1-c1cc(C(=O)NCc2cc(C(F)(F)F)cc(C(F)(F)F)c2)[nH]n1	/	-5.2	/	0.7	/	-2.7	/	-0.5	/	-0.2
O=C(NNC(=O)c1ccc(F)c(S(=O)(=O)N2CCOCC2)c1)c1ccc(Br)cc1	1.2	-11.9	0.5	0.0	/	9.9	-6.0	-0.6	-6.6	-0.2
CC(C)=C1CCC(C)CC1=NNC(N)=S (configuration not stated)	1.6	-1.0	/	0.4	/	11.6	8.4	-1.7	/	0.2
CSc1ccccc1C(=O)NCCSC(C)(C)C	9.8	-4.5	2.0	0.1	7.2	1.7	6.8	-1.8	4.7	/
Cc1ccc(S(=O)(=O)N2CCN(S(=O)(=O)c3ccc(C)cc3)C2c2ccccc2)cc1	0.6	4.0	0.2	-1.9	-20.6	4.4	6.4	-2.1	3.5	-0.2
COc1ccc(CCNC(=O)Cc2cc(OC)c(OC)cc2[N+](=O)[O-])cc1OC	7.8	-5.0	-1.2	-0.3	27.7	13.0	5.0	-0.5	4.9	-0.5
CCOc1cc(Cl)c(CNCCCN2CCOCC2)cc1OC	7.6	-10.1	-0.7	1.0	4.1	0.4	0.3	-3.6	-4.1	-3.0
O=C(NC1CCCc2c1cnn2-c1cc(F)cc(F)c1)c1cc[n+]([O-])cc1 (configuration not stated)	0.4	-3.1	-0.7	-1.4	30.6	3.8	1.2	-0.3	-3.5	0.4
CC(C)(C)c1ccc(S(=O)(=O)N2CCN(C(=O)C3=COCCO3)CC2)cc1	-9.0	-6.2	0.3	2.5	/	1.4	-9.9	/	-9.8	0.2
CC1CCN(C(=O)c2[nH]cnc2C(=O)Nc2ccon2)CC1	6.5	3.8	0.0	4.1	/	-8.8	3.2	-3.1	2.9	0.3
Cn1cccc1C1CCCN1CC(=O)Nc1ccc(F)c(F)c1F (configuration not stated)	-5.3	-4.3	1.6	-1.5	/	-1.1	3.2	-3.0	3.3	-0.7
COc1ccc(C(C(=O)NC2CCCCC2)N(C(=O)Cc2c[nH]c3ccccc23)c2ccccc2)cc1OC (configuration not stated)	-5.8	-1.1	-1.1	-0.5	7.6	11.1	5.8	-0.9	-5.6	-4.4
N=c1n(Cc2ccc(Cl)cc2)c2ccccc2n1CC(O)c1ccco1 (configuration not stated)	8.5	1.8	2.8	3.8	27.5	2.9	10.7	-0.3	3.6	13.9
O=C(CSc1cccc2cccc(Cl)c12)NC1=NCCS1	0.5	-8.2	3.4	2.6	5.8	-1.9	1.5	-1.3	-16.6	/
O=C(Nc1cccc2[nH]c([C@H]3C[C@H](O)[C@@H](CO)O3)nc12)NC(c1ccccc1)c1ccccc1	/	-9.4	/	0.3	/	-7.2	-1.0	-3.4	/	-0.9
CC(=O)Nc1cccc(-c2ccnc3c2CC(C)(C(=O)NCc2ccncc2)O3)c1 (configuration not stated)	/	8.8	/	4.4	/	0.9	14.4	0.9	/	3.8
Cc1nn(C(C)C(=O)NCCc2cccs2)c(=O)c2nn(-c3ccccc3)c(C)c12 (configuration not stated)	4.2	6.0	1.6	-7.7	14.0	-12.8	7.6	-3.1	-0.1	9.3
CN1CCC(N(C)C(=O)CNC(=O)c2ccc(C(C)(C)C)cc2)CC1	-1.0	1.1	-0.1	4.6	1.7	-3.1	12.3	-2.5	2.0	0.0
COc1ccc(NC(=O)Cn2nnc(C(=O)NCc3ccc(C)cc3)c2N)cc1OC	11.4	-0.8	0.7	0.2	-12.9	0.5	4.0	-5.2	-5.7	-0.4
Cc1cccc(N(C(=O)CNC(=O)c2ccco2)C(C(=O)NC2CCCC2)c2ccncc2)c1 (configuration not stated)	11.1	-3.1	0.8	4.1	8.9	10.6	4.7	-2.3	6.6	0.4
CC1(C)CC(=O)C(C=NCCN2CCN(C(=O)Cc3ccc(Cl)cc3)CC2)=C(O)C1	-3.3	-0.5	-0.2	0.9	28.4	8.7	4.6	-2.3	3.1	-0.8
O=C(CCc1ccccc1)N1CCN(c2ccccc2F)CC1	4.5	-7.7	-4.9	-1.7	16.9	-1.2	-5.7	-1.2	3.0	3.7
O=C(COc1ccccc1)Nc1ccc(S(=O)(=O)Nc2ccccn2)cc1	4.9	1.0	1.8	5.3	-2.7	-5.5	6.2	-3.8	-4.2	-1.1
CC(=O)N1CCN(S(=O)(=O)c2cccc(C(=O)NC3CC3)c2)CC1	-8.3	1.6	-2.3	2.1	/	2.5	-2.9	/	-18.0	0.1
COCCn1cnc2c1c(=O)n(CC(=O)NN)c(=O)n2Cc1ccccc1	8.0	-9.5	1.7	-2.3	/	-6.6	-8.7	-2.7	-9.7	/
CC(C)CC(=O)Nc1cccc(NC(=O)c2ccccc2Cl)c1	3.4	-3.0	1.0	1.5	-5.7	-9.4	-8.7	-4.4	-9.8	/
O=C(NCC1CCCO1)c1ccc(NC(=O)c2ccc(Br)cc2)cc1 (configuration not stated)	8.1	1.5	-0.6	-1.5	/	-8.1	0.8	-1.7	4.5	-0.5
COc1ccc(Cc2nnc(NC(=O)c3ccccc3[N+](=O)[O-])s2)cc1	1.4	0.7	-3.1	1.3	46.2	10.9	-12.0	-2.0	-2.9	0.4
CN(C(=O)Cc1c[nH]c2ccccc12)C(C(=O)Nc1ccc2c(c1)OCO2)c1ccccc1 (configuration not stated)	-5.4	-14.2	-0.1	0.0	4.5	-9.9	8.5	-1.1	3.4	0.0
O=S(=O)(Nc1cccc(S(=O)(=O)N2CCCCC2)c1)c1ccccc1F	-10.0	-4.0	-2.3	0.9	/	11.1	7.7	-1.1	5.4	-1.7
COc1cc(-c2nnc(CSc3nnc(N)s3)o2)cc(OC)c1OC	-0.6	-0.8	0.2	-1.0	-0.9	5.5	13.1	-0.8	-1.0	/
CC(=O)N(CCCNC(=O)c1ccccc1)C(=O)c1ccccc1	-2.2	-11.2	2.8	3.7	/	8.5	19.7	-0.3	5.4	-1.1
N#CCC(=O)Nc1ccc(C(=O)OCc2ccccc2Oc2ccccc2)cc1	-1.3	-14.1	1.3	0.9	17.1	1.5	14.0	-8.6	-51.2	-2.0
Cn1cc(CCNCc2cn[nH]c2-c2ccc(-c3ccccc3)cc2)cn1	16.4	-28.4	-4.3	8.4	15.5	9.5	-3.4	-1.6	17.6	0.7
CCOc1ccc(-n2c(SCC)nc3c(c2=O)SCC3)cc1	-0.8	1.0	3.5	1.8	-4.0	12.0	2.7	-0.9	3.9	-0.6
CCOCCCNC(=S)N(CCN(C)C)Cc1cc2cc3c(cc2[nH]c1=O)OCCO3	5.8	4.9	1.4	23.6	9.8	12.6	-13.9	-0.2	-1.6	-0.4
COc1ccc(CCNC(=O)CS(=O)Cc2nc(-c3cccs3)oc2C)cc1OC (configuration not stated)	1.7	12.0	0.3	0.4	13.0	-19.1	-2.2	-4.3	-7.3	0.9
CCOC(=O)Nc1ccc2c(c1)N(C(=O)CN(CC)CC)c1ccccc1C=C2	1.2	-13.3	1.7	0.3	23.5	-4.2	-5.6	-0.8	1.5	2.6
Cc1sc(NC(=O)Cn2nc(C(F)(F)F)cc2C)c(C(=O)OC(C)C)c1C	-2.0	4.0	-4.8	-5.6	37.0	-4.3	1.5	-4.3	-5.4	-0.5
COc1ccc(C2N=C(c3ccccc3)NC(c3ccccc3)=N2)cc1	-0.3	-10.2	-0.8	-1.1	11.8	13.5	3.8	0.0	6.2	-1.3

Exported with values under each structure: entries from further up.
Every second line gives: MazEF act	BoNT F protease	Mtb UGM inh	FBA Mtb inh	VHR inh abs	GDH-TPI counter	CCHF vOTU inh	FadD28 FP inh	Rv3671c protease	Mtb BioA inh
O=S(=O)(Nc1cccc(S(=O)(=O)N2CCCCC2)c1)c1ccccc1F
 : -10.0	-4.0	-2.3	0.9	/	11.1	7.7	-1.1	5.4	-1.7
COc1cc(-c2nnc(CSc3nnc(N)s3)o2)cc(OC)c1OC
 : -0.6	-0.8	0.2	-1.0	-0.9	5.5	13.1	-0.8	-1.0	/
CC(=O)N(CCCNC(=O)c1ccccc1)C(=O)c1ccccc1
 : -2.2	-11.2	2.8	3.7	/	8.5	19.7	-0.3	5.4	-1.1

The listing continues.
SMILES	MazEF act	BoNT F protease	Mtb UGM inh	FBA Mtb inh	VHR inh abs	GDH-TPI counter	CCHF vOTU inh	FadD28 FP inh	Rv3671c protease	Mtb BioA inh
Cc1cc(=O)[nH]c(SCC(N)=O)c1C#N	-1.9	-15.1	3.9	7.0	7.9	0.7	6.5	3.7	-4.7	-4.9
O=C(c1ccccc1)N1CCN(c2ncnc3c(-c4ccccc4)nsc23)CC1	-1.8	-3.8	1.0	0.4	10.3	-2.1	6.5	-0.4	-8.0	/
CC(=O)N1c2ccccc2N(Cc2ccc(C)cc2C)C(=O)C1(C)C	3.6	-11.1	1.0	-0.7	-8.6	-3.8	8.4	-5.4	3.7	1.1
CC(=O)OC(C)(C)/C=C/C(=O)[C@](C)(O)C1[C@H](O)C[C@@]2(C)C3CC=C4C(C[C@H](O)C(=O)C4(C)C)[C@]3(C)C(=O)C[C@]12C (some centres not stated)	-0.1	0.5	0.9	4.8	/	10.1	/	-2.0	2.8	1.1
O=C(NNc1ccc([N+](=O)[O-])cn1)Nc1ccc(N=Nc2ccccc2)cc1	18.2	-3.9	/	-1.0	/	24.7	17.7	-1.4	/	-1.1
CC1(C)NC(=O)N(CCOCCSc2ccccc2)C1=O	-0.8	-6.3	0.3	-2.0	10.8	-1.2	-9.2	-1.7	0.4	/
CCOC(=O)C(=CNc1ccc(Cl)cn1)C(=O)OCC	2.3	0.7	1.9	-4.0	4.3	30.2	3.0	-1.5	5.2	/
O=C(O)CSc1nnc(-c2cc3ccccc3o2)n1-c1ccccc1	-1.2	-20.8	1.1	4.4	24.4	10.1	-2.9	-0.8	2.2	3.4
COc1cccc(CNCCc2c[nH]c3ccccc23)c1OCc1ccccc1	5.0	-41.8	-1.8	0.8	59.9*	-4.4	-0.1	-1.8	0.8	/
Cc1ccc(NC(=O)CCNC(=O)c2ccco2)cc1Cl	7.8	7.5	-1.0	2.5	-9.4	-0.7	5.9	1.0	-1.3	0.0

2 entries from above, set out differently.
molecule,MazEF act,BoNT F protease,Mtb UGM inh,FBA Mtb inh,VHR inh abs,GDH-TPI counter,CCHF vOTU inh,FadD28 FP inh,Rv3671c protease,Mtb BioA inh
CCOC(=O)C(=CNc1ccc(Cl)cn1)C(=O)OCC,2.3,0.7,1.9,-4.0,4.3,30.2,3.0,-1.5,5.2,/
O=C(O)CSc1nnc(-c2cc3ccccc3o2)n1-c1ccccc1,-1.2,-20.8,1.1,4.4,24.4,10.1,-2.9,-0.8,2.2,3.4
